Polio RdRp inh = inhibitors of poliovirus RNA polymerase binding and polymerization. P03300. poliovirus polymerase elongation, fluorescence polarization; hits give low values. % elongation, % (compound at 16.7 µg/mL). 0.66% of 150,000 active. AID 588519; in the data active = % elongation below about 90%; note: some results filed as inactive read as strong as hits
Target sequence (P03300 1749-2209 limits assumed): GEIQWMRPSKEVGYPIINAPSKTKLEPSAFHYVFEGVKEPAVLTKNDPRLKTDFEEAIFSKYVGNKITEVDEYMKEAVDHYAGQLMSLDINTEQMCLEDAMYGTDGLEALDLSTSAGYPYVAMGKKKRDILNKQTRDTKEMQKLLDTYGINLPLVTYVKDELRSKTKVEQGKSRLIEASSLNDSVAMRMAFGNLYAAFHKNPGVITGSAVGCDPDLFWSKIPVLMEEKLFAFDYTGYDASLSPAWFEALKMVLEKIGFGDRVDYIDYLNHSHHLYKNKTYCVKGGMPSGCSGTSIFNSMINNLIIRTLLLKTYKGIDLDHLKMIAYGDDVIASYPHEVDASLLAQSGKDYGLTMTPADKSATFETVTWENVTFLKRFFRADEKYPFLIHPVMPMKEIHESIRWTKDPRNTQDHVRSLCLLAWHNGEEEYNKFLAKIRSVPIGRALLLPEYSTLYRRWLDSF
Polio RdRp inh FP z-score = also measured in Polio RdRp inh; calls as there; z-score; measured here: FP z-score; hits read low
Numbers without * were called inactive. Not all compounds are listed; count on the stated rates, not on these rows.

SMILES	Polio RdRp inh	Polio RdRp inh FP z-score
Cn1cc(C(=O)OCC(=O)Nc2ccc(Cl)cn2)c2ccccc21	103	0
CC1Cc2ccccc2N1C(=O)c1cccc(COc2ccc(Cl)cc2)c1 (stereo not drawn)	103	0.5
Cc1ccc2ccc3cc(C(=O)N4CCN(c5ccccc5)CC4)nc3c2[nH]1	118	1.1
Cn1c(NC(=O)Cc2ccc(F)cc2)nc2ccccc21	102	0.9
N=c1oc2ccc(Cl)cc2cc1C(N)=O	103	0.6
Nc1ccc2nc(SCc3ccc(F)cc3)sc2c1	104	0.4
COc1ccc(NC(=O)C(C)N2CCN(C)CC2)cc1 (stereo not drawn)	103	0.3
CC(C)(C)OC(=O)N1CCC(c2c(C(=O)NCc3ccc4c(c3)OCO4)cnn2-c2ccc(F)cc2F)CC1	110	0.7
COc1cc2c(cc1OC)C(c1cccc(Cl)c1)CC(=O)N2 (stereo not drawn)	106	0.4
COc1ccc(OC)c(CCCc2cc(OC)ccc2OC)c1	102	-0.1
Cc1cc(=O)c(C(=O)NCc2ccccc2CN2CCCC2)nn1-c1ccccc1	100	-0.6
Cc1ccc(S(=O)(=O)CCC(=O)O)cc1C	98	-1.3
CCOC(=O)c1cc(C(C)(C)C)[nH]c(=S)c1C#N	109	0.6
O=C(O)c1ccccc1Nc1ccn2c(=O)c3ccccc3nc2n1	101	0.1
COc1ccc(NC(=O)CSc2nc(-c3ccc(OC)cc3)cc(=O)[nH]2)cc1	107	0.6
O=C(CCS(=O)(=O)c1ccc(F)cc1)N1CCCC1c1nc2ccccc2s1 (stereo not drawn)	107	0.4
C=CCc1c(C)[nH]c2ccc(N)cc2c1=O	108	0.5
CCc1ccc(C(=O)Nn2cnc3ccccc3c2=O)cc1	100	-0.4
Cc1ccc2cnn(CC(=O)NCCN3CCOCC3)c2c1	102	0
COC(=O)c1ccc(NC(=O)C(=O)NCCc2csc(-c3ccc(C(F)(F)F)cc3)n2)cc1	110	0.6
CCOC(=O)C1=C(CNCc2ccccc2)NC(=O)NC1c1ccc(C)cc1 (stereo not drawn)	108	0.2
CCCN(Cc1cccs1)C(=O)Nc1ccccc1C	111	0.9
CCOc1ccc(OCCn2ccnc2)cc1	99	-0.2
Cc1cc(=O)[nH]c(N/N=C/C(C)c2ccccc2)n1 (stereo not drawn)	98	-0.8
COc1ccc(CNC(=O)C2CCN(C(=O)c3cnn(-c4ccccc4)c3-n3cccc3)CC2)cc1	106	-0.3
CCOc1ccc2nc(N3CCN(C(=O)c4ccco4)CC3)sc2c1	101	-1.6
O=C1OC(c2ccc(Cl)cc2)=N/C1=C\N1CC2CC(C1)c1cccc(=O)n1C2 (stereo not drawn)	103	0.2
O=c1oc2ccccc2cc1-c1nnc(-c2ccncc2)o1	101	0
COc1ccccc1/C=C/C(=O)N1CCCC(c2ccccc2)C1 (stereo not drawn)	98	-1
Cc1ccc(N2C(=O)c3ccccc3C2(O)Cc2ccccc2)cc1 (stereo not drawn)	100	-0.1

Three compounds out of the list, ordered by count of non-hydrogen atoms, smallest number first:
SMILES	Polio RdRp inh	Polio RdRp inh FP z-score
CCOc1ccc(OCCn2ccnc2)cc1	99	-0.2
CCCN(Cc1cccs1)C(=O)Nc1ccccc1C	111	0.9
CCOC(=O)C1=C(CNCc2ccccc2)NC(=O)NC1c1ccc(C)cc1 (stereo not drawn)	108	0.2

The list continues:
SMILES	Polio RdRp inh	Polio RdRp inh FP z-score
CCOC(=O)N1CCN(C(=O)C(C)Oc2ccc(C(C)(C)C)cc2)CC1 (stereo not drawn)	100	0.2
COc1ccc(/C(C)=N/NC(=O)CC2(C)OCCO2)c(OC)c1	102	0.7
O=C(CSc1nc2ccccc2s1)N=Nc1c(O)n(CN2CCCC2)c2ccccc12	102	0.2
CCc1cccc(C)c1NC(=O)CSc1nc(C)cc(C)c1C(=O)Nc1ccccc1	107	0
O=C(CSc1ccnc(=O)[nH]1)N1CCCCC1	104	0.6
COC(=O)c1ccc(C[N+]2(C)CCCCC2)cc1	102	0
CCCC(=O)Nc1c2c(nc3ccccc13)N(c1ccccc1)CC2	102	0.1
O=C(CCCc1c[nH]c2ccccc12)N1CCN(c2ccc(F)cc2)CC1	105	1.7
CCNC(=O)Oc1ccccc1	107	0.7
CCC(=O)N1CCc2cc(CNS(=O)(=O)c3c(C)cc(C)cc3C)ccc21	116	2.1
CCOC(=O)/C(C#N)=C/N1CCCc2ccccc21	102	0.1
CCOc1nc(-c2ccc(Cl)cc2)nc2ccccc12	100	-0.1
CCOC(=O)N1CCC(NC(=O)Cn2nc(Cc3cccnc3)c3ccccc3c2=O)CC1	102	0.2
CC(Sc1nnc(CC(=O)Nc2ccccc2)n1C)C(=O)Nc1nccs1 (stereo not drawn)	101	-0.5
O=S1(=O)N=C(Oc2ccccc2)c2ccccc21	95	-1.1
CCS(=O)(=O)N1CCN=C1SCc1ccccc1	103	0.3
Cc1ccc(NCc2cccn2-c2nnc(N3CCC(C(=O)NCCC(C)C)CC3)s2)cc1	109	-0.3
O=C(NN1CCCCC1)C(O)(c1ccsc1)c1ccsc1	109	0.5
CC1(C)CCc2cc(CN3CCN(c4ccc(C(F)(F)F)cn4)CC3)ccc2O1	104	0.7
Cc1cc(=O)n2[nH]c(SCc3ccc(Cl)cc3)nc2n1	105	0.9
C1CCN(CC2COC3(CCCC3)O2)C1 (stereo not drawn)	100	-0.6
COc1ccc(N2CCN(C(=O)c3ccc(-n4cnnc4)cc3Cl)CC2)cc1	101	-0.3
CC(C)(C)c1ccc(C(=O)NC2=NC(c3cccc(F)c3)CC(=O)N2)cc1 (stereo not drawn)	107	0.3
COc1ccc(Cc2cc(-c3cccs3)n[nH]c2=O)c(OC)c1OC	105	0.2
C[C@]12CC[C@@H]3c4ccc(O)cc4CC[C@H]3[C@@H]1C[C@@H](O)[C@@H]2O	101	1
CC(=O)c1ccc(OC(=O)c2c(-c3ccccc3Cl)noc2C)cc1	102	-0.1
CC(O)CNC(C)C(=O)Nc1c(Cl)cc(Cl)cc1Cl (stereo not drawn)	101	-0.1
CC1Cc2ccccc2N1C(=O)CSc1ccccc1 (stereo not drawn)	100	-0.5
COc1ccccc1-c1nnc(SCC(=O)c2ccc(F)cc2)n1-c1ccccc1	83*	-5.9*
CCN(CC)S(=O)(=O)c1ccc(NC(=O)c2ccc3c(=O)n4c(nc3c2)CCCCC4)cc1	104	-1
CC(=O)Nc1ccc(C(=O)OCC(=O)N2CCCC(C)C2)cc1 (stereo not drawn)	104	1.5
O=S(=O)(c1ccc2c(c1)OCCO2)N1CCCCC1	104	0.5
C=CCn1cnnc1SCC(=O)NCc1cc(C)c(O)c(C)c1	104	0
Cn1c(O)c(C=Nc2cccc(Cl)c2)c2ccccc21	103	0.3
CC(C)(C)OC(=O)N1CCCN(S(=O)(=O)c2cc(Cl)ccc2Cl)CC1	95	-1.6
CCOC(=O)c1cc(-c2ccc(OC)cc2)n(CCC(=O)NCc2ccc(OC)cc2)c1C	101	-0.5
CCC(=O)Nc1cccc(NC(=O)CSc2nnnn2C2CCCC2)c1	104	0.4
COc1ccc(-c2cc(=O)oc3c(C)c(O)ccc23)cc1	99	-0.2
CCS(=O)c1ccccc1C(=O)OCC(=O)NCc1ccc(C)cc1 (stereo not drawn)	107	0.5
O=C(Nc1cccc(-c2ccc3nncn3n2)c1)c1ccco1	107	1.8
O=C1C2CC=CCC2C(=O)N1CC(=O)N(Cc1nnc(-c2ccc(Cl)cc2)o1)C1CC1 (stereo not drawn)	102	-0.1
COc1ccc2cc3cc(C(=O)N4CCN(c5ccc(C(C)=O)cc5)CC4)sc3nc2c1Cl	105	-0.4
CCn1cc(C(=O)OCC(=O)N2C(C)CCCC2C)c(=O)c2ccc(C)nc21 (stereo not drawn)	105	0.3
CC1(C)CC(=O)C/C(=N/NC(N)=S)C1	102	0.4
Cc1ccc(OCC(=O)Nc2nnc(S(=O)(=O)N3CCCCCC3)s2)cc1	106	-0.5
CN(C)C(=O)CSc1nc(-c2ccccc2)c(-c2ccccc2)o1	100	-0.1
Cc1cccc2nc(-c3cccnc3)c(Nc3ccc(C(C)C)cc3)n12	111	0.7
COc1ccc(CCNC(=O)c2nnc(Cc3ccc(Cl)cc3)o2)cc1OC	107	0.5
O=C(NCC(c1ccc2c(c1)OCO2)N1CCOCC1)C(=O)Nc1ccc(F)cc1F (stereo not drawn)	119	2.8
CCN(c1cc(C)cc(C)c1)S(=O)(=O)c1nnc(NC(=O)c2cccc(F)c2)s1	112	1

The closing three records of the part before open the next one:
SMILES	Polio RdRp inh	Polio RdRp inh FP z-score
COc1ccc(CCNC(=O)c2nnc(Cc3ccc(Cl)cc3)o2)cc1OC	107	0.5
O=C(NCC(c1ccc2c(c1)OCO2)N1CCOCC1)C(=O)Nc1ccc(F)cc1F (stereo not drawn)	119	2.8
CCN(c1cc(C)cc(C)c1)S(=O)(=O)c1nnc(NC(=O)c2cccc(F)c2)s1	112	1
O=C(Nc1ccno1)N1CCOCC1	106	0.6
O=C(CSc1nnc(Cc2ccccc2)o1)NCC(=O)Nc1ccc(F)c(F)c1F	103	0.1
CCn1c(SCC(=O)NC(C)(C)C)nnc1-c1cccc(C)c1	102	0
CN(C(=O)Cn1nnc(-c2ccccc2Cl)n1)c1ccccc1	103	0.1
Cc1nc2c(Br)cc(Br)cc2c(=O)n1Cc1cccs1	120	2.3
CCOc1ccc(/C=C/C(=O)Nc2sc3c(c2C(=O)OC)CCCC3)cc1	106	0.4
O=C(O)CCc1ccc(F)cc1	101	-0.1
N#Cc1ccc(C(=O)Nc2ccccc2-c2nc3ccccc3s2)c(F)c1	100	-1.4
Oc1ccc(C=Nc2cccc(C(F)(F)F)c2)c(O)c1	101	0.3
CC(C)(C)c1cc2ncnc(N3CCCCC3)c2s1	101	-0.4
Cn1c(C(=O)NCC2CCCO2)cc2c(=O)n(C)c3ccccc3c21 (stereo not drawn)	101	-0.5
O=C(Nc1ccc(SC(F)F)cc1)c1ccccc1C(F)(F)F	105	0.6
N#C/C(=C(/O)CSc1ncnc2c1cnn2-c1ccccc1)c1nc2ccccc2[nH]1	107	1
O=C(Nc1sc2c(c1C(=O)NCc1ccco1)CCCC2)c1cc(=O)c2ccccc2o1	102	-1
N#CCSc1nc2nccnc2c(=O)n1CCc1ccccc1	101	-0.2
O=S(=O)(Cc1ccccc1)N(O)c1ccccc1	101	0
COc1ccc(/C=C/C(=O)OCc2ccccc2)cc1OC	103	0.4
Cc1ccccc1CNc1nc(N(C)C)nc2c1cnn2C	105	0
CCOCCCN1Cc2c(C(=O)OCC)sc3sc(C(=O)OCC)c(c23)C1	98	-1.5
CN(Cc1ccccc1)C(=O)c1ccc(CSc2nc3ccncc3n2Cc2ccccc2)cc1	102	0
Cc1ccc(NC(=O)CCN2CC(C)CC(C)C2)cc1 (stereo not drawn)	105	1.2
COc1ccc(CCN2CC(O)=C(c3nc4ccccc4c(=O)[nH]3)C2=N)cc1OC	102	0.2
Cc1ccc(S(=O)(=O)NCCc2cn3ccsc3n2)cc1	102	-1.3
Cc1nn(C)c2c1c(-c1ccccc1)cc(=O)n2C(C)C(=O)N1CCC2(CC1)OCCO2 (stereo not drawn)	99	-0.7
CCOc1ccc(NC(=O)N(CCC(C)C)C(C)c2cccs2)cc1 (stereo not drawn)	102	0.2
Cc1ccccc1CS(=O)(=O)Cc1ccc(C(=O)NCc2ccc(F)cc2)o1	116	1.3
Cc1cccc(-n2c3nc(=O)[nH]c(=O)c-3cc3ccc(Cl)cc32)c1C	102	-2.1
CCOC(=O)c1c(C)oc2nc(C)nc(N3CCc4ccccc43)c12	105	0.6
CC(=O)Nc1ccc(Cl)cn1	103	0.4
CCCC(=O)C1=C(c2cccc(OC)c2)N(C(=O)CCC)n2c(C)nnc2S1	103	-0.5
COc1ccc(/C=C2\C(=O)NC(=O)N(C)C2=O)cc1	98	-0.2
Cc1cc(NC(=O)c2ccc3nc(N4CCOCC4)sc3c2)ccc1Br	102	0.2
C=CCN(CC=C)C(=S)Nc1ccc(S(N)(=O)=O)cc1	100	0
C/C(=C/C(=O)C(F)(F)F)N1CCC(C(N)=O)CC1	102	-0.1
COc1ccccc1C(=O)Nc1ccc(-c2nc3cc(C)cc(C)c3o2)cc1	106	0.3
O=C(c1cccc(Cl)c1)N(Cc1ccco1)Cc1ccccc1Cl	107	0
O=S(=O)(Cc1ccc(Cl)cc1)N1CCCC1	99	-0.7
Cc1cc(Br)cc2c1N(Cc1ccccc1OC(C)C)C(=O)C2=O	107	0
CC1(c2ccc3c(c2)OCCO3)NC(=O)N(CN2CC=C(c3ccccc3)CC2)C1=O (stereo not drawn)	106	-0.6
CCC1CN(C(=O)N2CCC(C(=O)NCc3cccc(OC)c3OC)CC2)c2cc(C)ccc2O1 (stereo not drawn)	111	0.8
O=C(NCCc1ccc(F)cc1)C(=O)NCC(c1cccs1)S(=O)(=O)c1ccccc1 (stereo not drawn)	102	-0.1
CCCN(CC1CC1)C(=O)CSc1nc2ccccc2c(=O)n1CCC	104	0.1
CCC(=O)N(c1nnc(SCC(=O)c2ccc(CC(N)=O)s2)s1)C1CC1	108	0.8
CCc1nnc2c3ccccc3nc(Nc3cc(C)cc(C)c3)n12	104	-0.3
CN(CC(=O)NC1CCCC1)Cc1ccc(Cl)s1	102	0

Complete entries from above:
Shown for COc1ccccc1/C=C/C(=O)N1CCCC(c2ccccc2)C1 (stereo not drawn) : Polio RdRp inh = 98; Polio RdRp inh FP z-score = -1
Shown for COc1ccccc1-c1nnc(SCC(=O)c2ccc(F)cc2)n1-c1ccccc1 : Polio RdRp inh = 83*; Polio RdRp inh FP z-score = -5.9*
Shown for COc1ccc(/C=C2\C(=O)NC(=O)N(C)C2=O)cc1 : Polio RdRp inh = 98; Polio RdRp inh FP z-score = -0.2
